Screening results as filed in PubChem.
ROMK mod = modulates human ROMK potassium channel activity; P48048; Tet-inducible ROMK, thallium flux fluorescence; actives lie on both sides; B-score at 10 µM; actives 2% (n = 130,000); AID 1918;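 active = signal ratio slope over the read window, or its plate-corrected B-score, at least 3 SD from the plate mean, either direction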;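 note: B-score of the F/F0 ratio slope over 7 to 12 s after thallium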
Target sequence (P48048 whole entry, looked up): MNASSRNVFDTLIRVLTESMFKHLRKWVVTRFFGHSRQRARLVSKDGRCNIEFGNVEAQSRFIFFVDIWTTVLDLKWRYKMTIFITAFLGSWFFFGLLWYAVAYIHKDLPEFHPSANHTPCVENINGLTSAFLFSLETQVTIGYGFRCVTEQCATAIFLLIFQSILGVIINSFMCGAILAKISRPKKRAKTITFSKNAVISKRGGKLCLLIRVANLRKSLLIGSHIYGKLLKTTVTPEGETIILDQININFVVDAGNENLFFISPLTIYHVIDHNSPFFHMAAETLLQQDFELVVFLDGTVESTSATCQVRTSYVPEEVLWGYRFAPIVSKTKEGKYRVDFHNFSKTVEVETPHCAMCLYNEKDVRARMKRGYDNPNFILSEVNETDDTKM
PPARg SRC1 recr = PPARgamma-driven SRC-1 recruitment agonism; AID 631; PPARgamma-SRC-1 coactivator recruitment biochemical assay; actives 0.41% (n = 200,000); P37231; activation, % at 8 µM; in the data active = activation above about 19%;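 note: 0% = DMSO and 100% = reference agonist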
PMI act hi M6P = PMI (human) activation, high substrate | P34949 | coupled PMI enzyme assay, resazurin fluorescence, 20 min; stronger effect = higher value; 1 = untreated enzyme, 0 = substrate-free blank | activation factor at 20 µM | actives 0.34% (n = 190,000) | AID 1216;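 active = activation factor of 2 or more at 20 µM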
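Material: human phosphomannose isomerase with PGI, G6PDH, diaphorase coupling enzymes. Quantity: 15 ng/mL PMI. Medium: HEPES pH 7.4 buffer with MgCl2 and Tween-20. Reagent: Near-saturating mannose-6-phosphate, 1.0 mM. Compound: 20 µM single dose. Times: enzyme reaction with compound 20 min at room temperature. Detection: resorufin fluorescence at Ex 544/Em 590 nm.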
Diaphorase act = diaphorase activation or chemical reduction counter-screen; Diaphorase/resazurin coupled assay, resorufin fluorescence, 16 min; stronger effect = higher value; 1 = vehicle wells, 0 = NADH-free wells; activation factor at 20 µM; actives 0.005% (n = 190,000);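 active = diaphorase activity raised at least twofold by the compound at 20 µM; inactive = activation factor below 2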
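Material: purified diaphorase enzyme from Clostridium kluyveri / Medium: HEPES pH 7.4 buffer with MgCl2 and Tween 20 / Schedule: enzyme reaction of 16 min at room temperature / Measured by: resorufin fluorescence, excitation 544 nm, emission 590 nm / Evaluation: rise in resorufin formation, marking diaphorase activation or chemical reduction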
PPARg SRC3 recr = promotes SRC-3 coactivator recruitment by human PPARgamma; P37231; biochemical PPARgamma/SRC-3 coactivator recruitment assay; activation, % at 8 µM; actives 0.26% (n = 200,000); in the data active = activation above about 23%;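 note: 0% = DMSO and 100% = reference agonist; some compounds past the cut are filed as inactive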
G6PDH CS = L. mesenteroides G6PDH inhibition counter-screen | Purified L. mesenteroides G6PDH, diaphorase/resazurin coupled fluorescence, 45 min | inhibition, % at 5 µM | actives 0.12% (n = 200,000); in the data active = inhibition above about 50%
PPARg SRC-2 ag = agonists of SRC-2 recruitment by human PPARgamma; P37231; PPARgamma LBD-SRC-2 recruitment, biochemical; activation, % at 8 µM; actives 0.34% (n = 200,000); in the data active = activation above about 22%;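 note: 0% = vehicle and 100% = reference agonist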
PMI act = activators of human phosphomannose isomerase; P34949; purified human PMI, coupled resazurin fluorescence, 20 min; stronger effect = higher value; 1 = vehicle control, 0 substrate-free wells; activation factor at 20 µM; actives 0.005% (n = 190,000);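 active = activation factor of 2 or more at 20 µM, relative to plate controls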
S1P3 antag = S1P3 (human) receptor antagonism; CHO S1P3 NFAT-BLA reporter, FRET fluorescence, antagonist mode; actives 0.27% (n = 170,000); Q99500; inhibition, % at 4.98 µM;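 active = inhibition above the plate cutoff, the mean inhibition of test wells on that plate plus 3 SD, cut at about 28% in these data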;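 note: cells challenged with S1P at its EC80 of 0.8 µM; blue over green emission ratio from cleaved BLA substrate after 4 h stimulation; 0% = S1P-stimulated wells and 100% = unstimulated DMSO-only wells; some compounds past the cut are filed as inactive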
Target sequence (Q99500 whole entry, looked up): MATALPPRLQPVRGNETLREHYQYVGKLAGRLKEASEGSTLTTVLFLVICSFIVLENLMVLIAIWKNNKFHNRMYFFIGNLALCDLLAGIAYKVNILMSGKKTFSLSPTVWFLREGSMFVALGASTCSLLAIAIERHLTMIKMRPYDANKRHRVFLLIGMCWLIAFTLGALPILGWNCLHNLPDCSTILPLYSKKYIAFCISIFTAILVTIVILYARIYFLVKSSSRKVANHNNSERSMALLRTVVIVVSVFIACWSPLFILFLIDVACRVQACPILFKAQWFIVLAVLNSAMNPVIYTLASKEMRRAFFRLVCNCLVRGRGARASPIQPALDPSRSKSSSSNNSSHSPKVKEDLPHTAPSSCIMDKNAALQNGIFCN
Diaph inh CS = counter-screen for diaphorase-based assays: diaphorase inhibitors and chemical oxidizers; inhibition, % at 20 µM; diaphorase resazurin-to-resorufin fluorescence, NADH, 16 min; bacterial (C. kluyveri) enzyme, not human; actives 0.69% (n = 190,000);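 active = primary screen inhibition at 20 µM above a set limit, cut at about 50% in these data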;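 note: plate controls were DMSO with full reaction for no effect and wells lacking NADH for full effect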
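Benchmarks: positive control wells lacking NADH, neutral wells with DMSO only. System: bacterial diaphorase enzyme (C. kluyveri). Input: 0.14 U/mL diaphorase, enzyme working solution. Detection: resorufin fluorescence, excitation 544 nm, emission 590 nm. Times: 16-min room-temperature incubation before reading.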
TR-FRET SRC-2 ct = flags TR-FRET format artefacts in PPARgamma SRC-2 recruitment agonist screen. actives 0.4% (n = 200,000). TR-FRET artefact counter-screen; stronger effect = higher value. TR-FRET ratio at 8 µM. AID 1049; in the data active = TR-FRET ratio above about 2000; note: inactives centre near 1500
An asterisk follows results filed as active.

For Cc1ccc(N(CC(=O)Nc2ccc(F)cc2)S(=O)(=O)N2CCCC2)cc1 the results were PPARg SRC1 recr -11.1, PMI act hi M6P 0.8, Diaphorase act 0.8, PPARg SRC3 recr 0.8, G6PDH CS -6.0, PPARg SRC-2 ag -7.3, PMI act 0.8, S1P3 antag 1.5, Diaph inh CS 22.8 and TR-FRET SRC-2 ct 1403.
Screening O=C(COc1ccc2c3c(c(=O)oc2c1)CCC3)c1ccc2c(c1)OCO2 returned ROMK mod 0.442, PPARg SRC1 recr -5.2, PMI act hi M6P 0.9, Diaphorase act 0.9, PPARg SRC3 recr -5.0, G6PDH CS 11.6, PPARg SRC-2 ag 0.5, PMI act 1, S1P3 antag 16.9, Diaph inh CS 13.5 and TR-FRET SRC-2 ct 1463.
Screening COc1cc(C2c3c(-c4cc(Cl)c(C)cc4O)n[nH]c3C(=O)N2Cc2cccnc2)ccc1O (centres undefined) returned ROMK mod 0.498, PPARg SRC1 recr 12.5, PMI act hi M6P 1, Diaphorase act 0.9, PPARg SRC3 recr 1.9, G6PDH CS 10.1, PPARg SRC-2 ag 1.2, PMI act 1.1, S1P3 antag -8.5, Diaph inh CS 5.8 and TR-FRET SRC-2 ct 1563.
COc1ccc(N2CCN(c3ccc([N+](=O)[O-])cc3Cl)CC2)cc1 was read as ROMK mod 0.398, PPARg SRC1 recr 5.9, PMI act hi M6P 1, Diaphorase act 0.9, PPARg SRC3 recr 3.7, G6PDH CS -2.0, PPARg SRC-2 ag 4.7, PMI act 1, S1P3 antag -21.4, Diaph inh CS 5.7 and TR-FRET SRC-2 ct 1436.
`CCOC(=O)C1CCN(C(=O)c2ccccc2N(C)S(C)(=O)=O)CC1` gave PPARg SRC1 recr 2.1, PMI act hi M6P 0.9, Diaphorase act 0.8, PPARg SRC3 recr -0.1, G6PDH CS 2.7, PPARg SRC-2 ag 4.8, PMI act 0.9, S1P3 antag 20.6, Diaph inh CS 18.4 and TR-FRET SRC-2 ct 1636.
`O=S(=O)(NCc1ccccc1)c1ccc(S(=O)(=O)N2CCCCC2)cc1` gave ROMK mod -0.356, PPARg SRC1 recr 4.6, PMI act hi M6P 1.1, Diaphorase act 1, PPARg SRC3 recr 10.3, G6PDH CS 15.3, PPARg SRC-2 ag 1.6, PMI act 1, S1P3 antag 16.9, Diaph inh CS -1.5 and TR-FRET SRC-2 ct 1684.
For CCN(CC)S(=O)(=O)c1cccc(C(=O)N/N=C/c2cc(OC)c(O)c(OC)c2)c1 the results were PPARg SRC1 recr -3.9, PMI act hi M6P 0.8, Diaphorase act 0.8, PPARg SRC3 recr 1.7, G6PDH CS -3.3, PPARg SRC-2 ag -6.6, PMI act 0.8, S1P3 antag -2.0, Diaph inh CS 18.8 and TR-FRET SRC-2 ct 1721.
For O=C(CCOc1ccccc1)Nc1cccc([N+](=O)[O-])c1 the results were ROMK mod 0.00749, PPARg SRC1 recr 0.3, PMI act hi M6P 1, Diaphorase act 1.1, PPARg SRC3 recr 1.5, G6PDH CS 8.5, PPARg SRC-2 ag 3.8, PMI act 1, S1P3 antag 10.0, Diaph inh CS -11.6 and TR-FRET SRC-2 ct 1572.
`C#CCOC(=O)c1ccccc1C(=O)OCC#C` gave PPARg SRC1 recr 1.1, PMI act hi M6P 0.9, Diaphorase act 0.8, PPARg SRC3 recr -8.0, G6PDH CS 12.0, PPARg SRC-2 ag -8.6, PMI act 0.9, S1P3 antag -9.2, Diaph inh CS 19.3 and TR-FRET SRC-2 ct 1445.
`COC(=O)c1ccc(Cl)c(NC(=O)NC2CCCCC2)c1` gave PPARg SRC1 recr 12.2, PMI act hi M6P 0.9, Diaphorase act 1, PPARg SRC3 recr -2.0, G6PDH CS 1.5, PPARg SRC-2 ag 2.5, PMI act 0.9, S1P3 antag 3.0, Diaph inh CS 2.6 and TR-FRET SRC-2 ct 1588.
Screening CC(C)CC(=O)NC(=S)N(Cc1ccccc1)Cc1ccccc1 returned ROMK mod 0.19, PPARg SRC1 recr 7.7, PMI act hi M6P 0.9, Diaphorase act 0.8, PPARg SRC3 recr 5.3, G6PDH CS 0.1, PPARg SRC-2 ag 5.1, PMI act 0.9, S1P3 antag 1.4, Diaph inh CS 17.5 and TR-FRET SRC-2 ct 1516.
CCN(CC)CCNC(=O)c1ccc(NC(=O)COc2ccccc2F)cc1 was read as ROMK mod 1.85*, PPARg SRC1 recr 0.9, PMI act hi M6P 1.1, Diaphorase act 1.1, PPARg SRC3 recr -0.6, G6PDH CS 5.2, PPARg SRC-2 ag -2.7, PMI act 1.1, S1P3 antag -8.6, Diaph inh CS -12.0 and TR-FRET SRC-2 ct 1534.
O=C(Nc1ccc(-c2noc(CCc3ccccc3)n2)cc1)c1ccco1 was read as ROMK mod -0.355, PPARg SRC1 recr -1.1, PMI act hi M6P 0.7, Diaphorase act 0.7, PPARg SRC3 recr -2.5, G6PDH CS -39.2, PPARg SRC-2 ag 8.1, PMI act 0.8, S1P3 antag 23.4, Diaph inh CS 28.8 and TR-FRET SRC-2 ct 1467.
`c1ccc(Nc2nc3ccccc3n3nnnc23)cc1` gave PPARg SRC1 recr -1.0, PMI act hi M6P 1.1, Diaphorase act 0.9, PPARg SRC3 recr 4.2, G6PDH CS 4.3, PPARg SRC-2 ag 1.9, PMI act 1, S1P3 antag -15.6, Diaph inh CS 7.2 and TR-FRET SRC-2 ct 1482.
Screening O=C(CSc1ncn(-c2ccccc2)n1)Nc1nncs1 returned ROMK mod -0.3, PPARg SRC1 recr 0.4, PMI act hi M6P 0.9, Diaphorase act 0.9, PPARg SRC3 recr -1.2, G6PDH CS -0.8, PPARg SRC-2 ag 0.4, PMI act 1, S1P3 antag -10.4, Diaph inh CS 6.4 and TR-FRET SRC-2 ct 1434.
Screening CCCN(CCC)C(=O)C1CC(=O)OC12CCCCC2 (centres undefined) returned ROMK mod 0.0933, PPARg SRC1 recr 4.3, PMI act hi M6P 1, Diaphorase act 0.9, PPARg SRC3 recr 6.8, G6PDH CS 8.7, PPARg SRC-2 ag 8.9, PMI act 0.9, S1P3 antag -7.8, Diaph inh CS 7.0 and TR-FRET SRC-2 ct 1584.
`CCc1cccc(C)c1NC(=S)N(CCCN1CCOCC1)Cc1cccnc1` gave ROMK mod -0.863, PPARg SRC1 recr -1.8, PMI act hi M6P 1, Diaphorase act 1, PPARg SRC3 recr -1.4, G6PDH CS 6.9, PPARg SRC-2 ag 0.4, PMI act 1, S1P3 antag -22.0, Diaph inh CS 1.2 and TR-FRET SRC-2 ct 1718.
`Cc1onc(-c2ccccc2Cl)c1C(=O)Nc1ccc(-n2nncc2C(C)(C)C)cc1` gave PPARg SRC1 recr 1.2, PMI act hi M6P 0.8, Diaphorase act 0.7, PPARg SRC3 recr 10.4, G6PDH CS -0.3, PPARg SRC-2 ag 8.5, PMI act 0.8, Diaph inh CS 28.0 and TR-FRET SRC-2 ct 1734.
For CC1CCCN(c2nc3ccccc3nc2C(C#N)S(=O)(=O)c2ccccc2)C1 (centres undefined) the results were PPARg SRC1 recr -2.2, PMI act hi M6P 1, Diaphorase act 0.7, PPARg SRC3 recr 3.6, G6PDH CS 16.0, PPARg SRC-2 ag 4.9, PMI act 0.9, Diaph inh CS 34.8 and TR-FRET SRC-2 ct 1741.
For CC(C)OC(=O)CN1CCN(C2c3ccccc3-c3ccccc32)CC1 the results were ROMK mod -1.02, PPARg SRC1 recr -0.8, PMI act hi M6P 1.1, Diaphorase act 0.9, PPARg SRC3 recr 9.8, G6PDH CS 9.0, PPARg SRC-2 ag 1.8, PMI act 1.2, S1P3 antag -17.4, Diaph inh CS 8.7 and TR-FRET SRC-2 ct 1439.
For O=C(NC1CCCCC1)[C@H](CSCc1ccccc1)N1Cc2ccccc2C1=O the results were ROMK mod -3.42*, PPARg SRC1 recr -13.1, PMI act hi M6P 1, Diaphorase act 0.9, PPARg SRC3 recr 0.3, G6PDH CS 19.7, PPARg SRC-2 ag -12.6, PMI act 1, S1P3 antag 1.5, Diaph inh CS 6.8 and TR-FRET SRC-2 ct 1419.
CC(C)(C)c1nnc(NC(=O)CS(=O)(=O)Cc2ccccc2)s1 was read as ROMK mod -0.632, PPARg SRC1 recr -9.6, PMI act hi M6P 1.1, Diaphorase act 1.1, PPARg SRC3 recr -1.5, G6PDH CS 10.1, PPARg SRC-2 ag -8.0, PMI act 1.1, S1P3 antag -7.0, Diaph inh CS -8.7 and TR-FRET SRC-2 ct 1435.
For CC1=NC(C)(C)Cc2ccccc21 the results were PPARg SRC1 recr -3.5, PMI act hi M6P 0.9, Diaphorase act 0.9, PPARg SRC3 recr -2.0, G6PDH CS -0.1, PPARg SRC-2 ag 6.7, PMI act 0.9, Diaph inh CS 7.9 and TR-FRET SRC-2 ct 1580.
`Cc1onc(-c2ccccc2)c1C(=O)Nc1nc(-c2cc(F)ccc2F)cs1` gave PPARg SRC1 recr 5.3, PMI act hi M6P 1, Diaphorase act 0.9, PPARg SRC3 recr 1.9, G6PDH CS 9.1, PPARg SRC-2 ag 8.2, PMI act 1.1, S1P3 antag 13.8, Diaph inh CS 14.0 and TR-FRET SRC-2 ct 1370.
For O=C(NCC1CCCO1)Nc1ccc2c(c1)OCO2 (centres undefined) the results were ROMK mod 1.13, PPARg SRC1 recr -4.0, PMI act hi M6P 1, Diaphorase act 0.9, PPARg SRC3 recr 0.7, G6PDH CS 2.6, PPARg SRC-2 ag -7.8, PMI act 1, S1P3 antag -3.6, Diaph inh CS 13.8 and TR-FRET SRC-2 ct 1353.
Screening C/C(=N\NC(=O)c1cccs1)C(C)(C)C returned PPARg SRC1 recr -6.0, PMI act hi M6P 1, Diaphorase act 0.9, PPARg SRC3 recr -3.2, G6PDH CS 4.4, PPARg SRC-2 ag -6.2, PMI act 1, S1P3 antag 1.0, Diaph inh CS 8.5 and TR-FRET SRC-2 ct 1370.
O=C1C(c2ccc(F)cc2)N(Cc2ccc3c(c2)OCO3)C(=O)CN1C1CCCCCC1 (centres undefined) was read as ROMK mod 0.129, PPARg SRC1 recr 5.0, PMI act hi M6P 0.9, Diaphorase act 0.7, PPARg SRC3 recr 1.0, G6PDH CS 0.1, PPARg SRC-2 ag -0.6, PMI act 0.8, Diaph inh CS 26.4 and TR-FRET SRC-2 ct 1526.
